RGS7-Gao reg: RGS7-Galphao binding modulators, primary screen, biochemical, multiplexed bead flow cytometry. Guanine nucleotide-binding protein G(o) subunit alpha (Homo sapiens), P09471. actives lie on both sides. binding response (% of control), % at 10 µM. actives 0.35% (n = 220,000). AID 1439, 2008; in the data active means binding response below about 49% or above about 150%; inconclusive means no clear call, values can overlap the other calls; inactive means in between;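 further: fluorescent Galphao held in activated GDP-AlF4 state binding bead-coupled RGS7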
Bcl-XL Bim block: inhibitors of Bim-Bcl-XL binding, primary screen, biochemical, multiplexed, bead flow cytometry, human Bcl-XL; Bcl-2-like protein 1 (Homo sapiens), Q07817; Bim peptide-Bcl-XL binding, fluorescence; inhibition, % at 10 µM; actives 0.04% (n = 190,000); AID 1007, 2008
Target sequence (Q07817 whole entry, looked up): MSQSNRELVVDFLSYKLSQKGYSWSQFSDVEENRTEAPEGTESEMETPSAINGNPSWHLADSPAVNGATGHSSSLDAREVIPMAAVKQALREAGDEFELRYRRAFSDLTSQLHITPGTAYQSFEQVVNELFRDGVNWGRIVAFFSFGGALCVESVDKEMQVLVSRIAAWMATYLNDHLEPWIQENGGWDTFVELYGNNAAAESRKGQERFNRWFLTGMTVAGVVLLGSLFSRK
RGS8-Gao reg: RGS8-Galphao binding modulators, primary screen, biochemical, multiplexed bead flow cytometry; actives lie on both sides; actives 0.34% (n = 220,000); AID 1423, 2008; response (percent of control binding), % at 10 µM; in the data active means response below about 60% or above about 140%; inactive means in between;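 further: Galphao activated as the GDP aluminium fluoride complex binding bead-coupled RGS8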
Bim-Bcl-2: inhibitors of Bim-Bcl-2 binding, primary screen, biochemical, multiplexed, human Bcl-2 family | Apoptosis regulator Bcl-2 (Homo sapiens), P10415 | actives 0.06% (n = 190,000) | AID 950, 2007 | Bead-based flow cytometry, Bim peptide-Bcl-2 binding | inhibition, % at 10 µM; in the data active means inhibition above about 40%; inconclusive means no clear call, values can overlap the other calls;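 further: 0% = no compound wells with probe peptide and 100% = reference peptide inhibitor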
Bfl-1 Bim block: inhibitors of Bim binding to Bfl-1, primary screen, biochemical, multiplexed, bead-based flow cytometry; Bim-Bfl-1 binding inhibition; inhibition, % at 10 µM; actives 0.12% (n = 190,000);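 further: 0% = wells without compound plus tracer and 100% = blocker peptide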
Bim-Bcl-W: inhibitors of Bim binding to Bcl-W, primary screen, biochemical, multiplexed, bead-based flow cytometry | Bcl-2-like protein 2 (Homo sapiens), Q92843 | Bim peptide-Bcl-W binding | inhibition, % at 10 µM | actives 0.02% (n = 190,000);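 further: 0% = bound tracer without compound and 100% = peptide blocker; higher means less fluorescent Bim peptide bound to Bcl-W beads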
Target sequence (Q92843 whole entry, looked up): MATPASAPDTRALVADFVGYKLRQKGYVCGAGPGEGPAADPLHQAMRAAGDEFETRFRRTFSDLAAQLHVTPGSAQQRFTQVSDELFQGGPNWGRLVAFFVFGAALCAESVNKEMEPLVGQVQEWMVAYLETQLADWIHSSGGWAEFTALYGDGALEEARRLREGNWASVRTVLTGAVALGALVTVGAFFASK
GSH fluor: compound fluorescence on glutathione beads, profiling panel, artefact control, biophysical, 488/530 nm, flow cytometry. GSH beads flow cytometry, compound fluorescence 488/530 nm; stronger effect = higher value. fluorescence (KMESF) at 10 µM. actives 0.25% (n = 190,000). AID 1776, 2009; in the data active means fluorescence above about 89;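 further: glutathione beads carrying GST-tagged Bcl family fusion proteins plus one bare bead set; values are compound well signal with DMSO vehicle wells as background; inactives centre near 16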
Mcl-1 Bim block: inhibitors of Bim peptide binding to Mcl-1, primary screen, biochemical, bead-based flow cytometry, multiplex; AID 1009, 2008; Induced myeloid leukemia cell differentiation protein Mcl-1 (Homo sapiens), Q07820; inhibition, % at 10 µM; Bim peptide-Mcl-1 binding; actives 0.1% (n = 190,000);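 further: 0% = no compound tracer wells and 100% = peptide blocker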
Target sequence (Q07820 whole entry, looked up): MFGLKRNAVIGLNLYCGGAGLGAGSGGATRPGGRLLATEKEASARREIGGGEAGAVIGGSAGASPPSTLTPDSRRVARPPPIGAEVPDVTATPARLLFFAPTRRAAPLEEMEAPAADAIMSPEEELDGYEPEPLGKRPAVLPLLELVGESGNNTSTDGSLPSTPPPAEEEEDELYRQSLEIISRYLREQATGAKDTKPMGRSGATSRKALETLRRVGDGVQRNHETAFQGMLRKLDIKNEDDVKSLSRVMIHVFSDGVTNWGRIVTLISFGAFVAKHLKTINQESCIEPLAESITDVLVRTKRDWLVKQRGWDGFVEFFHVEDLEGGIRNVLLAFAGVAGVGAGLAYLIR
Mcl1-Bid inh: Mcl-1/Bid binding inhibitors, primary screen, biochemical, TR-FRET, 1536-well. Induced myeloid leukemia cell differentiation protein Mcl-1 (Homo sapiens), Q07820. TR-FRET Mcl-1/Bid-Dy647 peptide binding. inhibition, % at 21.7 µM. actives 0.97% (n = 220,000). AID 1021, 2008;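 active means compounds that cut the binding signal by more than half at the single screening dose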;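 further: His-tagged Mcl-1 with europium anti-His antibody binding Bid BH3 peptide; 0% = Mcl-1 plus peptide wells and 100% = peptide-only wells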
RGS4-Gao reg: modulators of RGS4 binding to Galphao, primary screen, biochemical, multiplexed bead flow cytometry | Guanine nucleotide-binding protein G(o) subunit alpha (Homo sapiens), P09471 | actives lie on both sides | binding response (% of control), % at 10 µM | actives 0.33% (n = 220,000) | AID 1415, 2008; in the data active means binding response below about 49% or above about 150%; inactive means in between;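 further: fluorescent Galphao activated with aluminum fluoride binding bead-coupled RGS4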
Bim-Bcl-B: inhibitors of Bim-Bcl-B binding, primary screen, biochemical, multiplexed, human Bcl-2 family; Bcl-2-like protein 10 (Homo sapiens), Q9HD36; bead-based flow cytometry, Bim peptide-Bcl-B binding; inhibition, % at 10 µM; actives 0.073% (n = 190,000);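 further: 0% = tracer peptide without compound and 100% = reference inhibitor peptide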
Target sequence (Q9HD36 whole entry, looked up): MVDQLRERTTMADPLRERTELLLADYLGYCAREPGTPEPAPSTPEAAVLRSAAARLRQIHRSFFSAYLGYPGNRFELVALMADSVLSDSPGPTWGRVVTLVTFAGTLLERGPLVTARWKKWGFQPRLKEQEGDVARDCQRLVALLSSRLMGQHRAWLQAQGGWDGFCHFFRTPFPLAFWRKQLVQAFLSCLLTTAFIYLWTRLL
* hit, by the source's call; ? = inconclusive. Unless noted, no stated cut-off is given here; in the data, active means inhibition above about 40%. Not a hit list; overall some 1.8% were active at least once.

Values run as follows: RGS7-Gao reg	Bcl-XL Bim block	RGS8-Gao reg	Bim-Bcl-2	Bfl-1 Bim block	Bim-Bcl-W	GSH fluor	Mcl-1 Bim block	Mcl1-Bid inh	RGS4-Gao reg	Bim-Bcl-B
1. COc1ccc(NC2=NCC(=O)N2c2ccccc2F)cc1
    95	-1	96	-4	-2	-6	18	-3	12	99	-2
2. CC(=O)N(C(C)=O)c1ccc2nc(C)[nH]c(=O)c2c1
    98	3	97	1	2	0	15	0	-22	104	4
3. O=C(CSc1nnnn1-c1cccc2c1CCCC2)N1CCCC1
    102	-2	101	1	0	-4	20	-3	-3	101	-5
4. COc1ccc(C(=N/O)/C(=N/O)c2ccc(OC)cc2)cc1
    93	-2	99	-5	-4	-3	25	-2	-2	92	0
5. COc1ccccc1C(=O)Nc1ccc(C2=NNC(=O)CC2C)cc1 (configuration not stated)
    100	-5	100	0	-2	-2	12	-2	-16	104	-6
6. CCN1CCN(c2cc(N3CCc4ccccc4C3)c(F)cc2[N+](=O)[O-])CC1
    135	-3	119	-3	-6	-4	11	-2	-7	119	-7
7. CCCCc1ccc(C2C3=C(CC(C)(C)CC3=O)NC3=C2C(=O)c2ccccc23)cc1 (configuration not stated)
    100	-5	97	-2	-9	-2	13	0	-23	101	-2
8. COc1ccc(OC)c(NC2c3ccccc3C(=O)N2c2cccnc2)c1 (configuration not stated)
    82	0	90	-6	-3	0	24	0	-19	85	-1
9. CCOc1ccc(-c2nnc(-c3ccncc3)o2)cc1OCC
    94	0	98	0	0	-3	17	0	-15	98	-1
10. CCN(CC)CCCN1C(=O)C(O)=C(C(=O)c2cc3ccccc3o2)C1c1ccccn1 (configuration not stated)
    114	-3	114	-5	-3	-5	31	-1	-20	106	-1
11. CCc1c(C)sc(NC(=O)c2cnn3cccnc23)c1C#N
    99	-2	99	-1	-1	-1	20	-4	2	99	-7
12. COc1cccc2sc(N(C)c3ccccc3)nc12
    101	-6	100	0	-2	-4	35	0	-35	102	-3
13. Cc1cccc(NC(=O)CCCN2C(=O)c3cccc4cccc(c34)C2=O)c1
    100	-2	98	0	-2	-2	20	-2	-21	100	0
14. O=C(O)CCc1ncc(C(F)(F)F)cc1Cl
    101	-2	100	-7	-8	3	10	0	0	101	-7
15. CN(c1ccccc1)S(=O)(=O)c1cccc(NS(=O)(=O)c2ccc(/C=C/C(=O)O)cc2)c1
    100	-5	98	1	-2	-4	19	-3	2	97	-1
16. O=C(CSc1nnc(Nc2ccccc2)s1)NCc1ccco1
    106	1	102	0	2	2	10	0	-37	104	3
17. CC12Cc3ccc4ccccc4c3C=C1C[N+](C)(C)C2 (configuration not stated)
    108	-5	101	-12	-10	1	11	-1	-10	108	-6
18. CCn1c(SCC(N)=O)nnc1-c1cc2c(C)nn(-c3ccccc3)c2s1
    100	-8	103	-11	-10	-2	35	-1	10	95	-6
19. O=c1oc2ccccc2c(NC(c2ccccc2)c2ccccc2)c1[N+](=O)[O-]
    107	-4	100	-3	-2	-2	19	-4	4	102	-5
20. O=C(Nc1ccc2c(c1)OCCO2)c1coc2ccccc2c1=O
    97	-6	99	-5	0	0	11	-2	-21	102	-4
21. CCn1c2ccccc2c2cc(NC(=O)c3cccc(OC)c3)ccc21
    104	-6	104	-12	-5	-4	28	0	13	100	-10
22. Cc1nc(CN2CCC(c3ccccc3)CC2)cc(=O)[nH]1
    108	0	103	-3	-3	0	15	-1	-38	105	-3
23. Cc1ccc(C(c2nnnn2C(C)(C)C)N2CCC(C)CC2)cc1 (configuration not stated)
    105	-3	103	1	-1	-4	15	-2	-4	106	-1
24. O=C(Nc1ccccc1)N1CCCC(c2nc(-c3cccs3)no2)C1 (configuration not stated)
    100	2	100	-1	-1	-1	11	0	-38	103	0
25. CCOc1ccc(C2C(C(=O)OC)=CN(CCOC)C=C2C(=O)OC)cc1
    99	0	101	0	-4	2	11	2	-30	99	-3
26. CCCC1(C(=O)OCC)NC(c2cc(OC)c(OC)c(OC)c2)C2C(=O)N(CC)C(=O)C21 (configuration not stated)
    99	-3	93	5	-2	0	32	81*	-19	98	23
27. O=C(O)CN1CCCCCC1=O
    101	0	102	0	-4	-1	12	-1	0	101	-2
28. Cc1cc(C)n2nc(CC(=O)NCc3ccc(F)cc3)nc2n1
    98	-8	101	-11	-22	-3	9	-4	0	103	-9
29. O=S1(=O)Nc2c(ccc3cccnc23)-c2ccccc21
    100	-7	94	-6	-14	1	35	-2	-150	99	-12
30. Clc1ccc(OCCSc2nnnn2C2CCCCC2)cc1
    94	-2	98	-11	-11	1	11	0	8	98	-5

Marked active in Mcl-1 Bim block, of those listed so far:
nr | Compound | RGS7-Gao reg | Bcl-XL Bim block | RGS8-Gao reg | Bfl-1 Bim block | Bim-Bcl-W | GSH fluor | Mcl-1 Bim block | Mcl1-Bid inh | RGS4-Gao reg | Bim-Bcl-B
26 | CCCC1(C(=O)OCC)NC(c2cc(OC)c(OC)c(OC)c2)C2C(=O)N(CC)C(=O)C21 (configuration not stated) | 99 | -3 | 93 | -2 | 0 | 32 | 81* | -19 | 98 | 23

Next entries:
Values run as follows: RGS7-Gao reg	Bcl-XL Bim block	RGS8-Gao reg	Bim-Bcl-2	Bfl-1 Bim block	Bim-Bcl-W	GSH fluor	Mcl-1 Bim block	Mcl1-Bid inh	RGS4-Gao reg	Bim-Bcl-B
31. COc1ccccc1S(=O)(=O)Cc1ccc(C(=O)N2CCN(c3ccc(C)cc3)C(C)C2)o1 (configuration not stated)
    99	-2	99	-6	-12	0	29	-1	-31	98	-10
32. Cc1cccc(-c2nnc(NC(=O)c3ccc(Cl)cc3)o2)c1
    101	-6	100	-2	-2	-2	10	3	-67	100	-6
33. COc1cccc(C(=O)OC2CCCN(C)C2)c1 (configuration not stated)
    104	0	100	-3	-2	0	19	-2	5	103	1
34. Cc1ccc(C)c(OCC(=O)N/N=C/c2ccsc2)c1
    100	-6	104	-1	-13	1	23	0	-20	105	-4
35. Fc1ccc(N2CCN(c3nc(CN4CCOCC4)nc4scc(-c5ccccc5)c34)CC2)cc1
    98	-5	99	-1	-4	-2	22	0	-9	101	-1
36. O=C(Nc1ccc(OCC(=O)N2CCOCC2)cc1)Nc1cccc2ccccc12
    107	-1	105	-4	-10	-2	13	0	-32	101	-5
37. COc1ccc(S(=O)(=O)Cc2ccc(C(=O)N3CCOCC3)o2)cc1
    100	-6	100	-1	-1	-8	14	-3	-16	100	-5
38. CCN1CCN(C(=S)c2ccc(Cl)c(Cl)c2)CC1
    124	1	95	-7	4	2	42	-5	13	94	-26
39. CCOc1ncccc1C(=O)N(CC)CC(=O)Nc1ccc(NC(C)=O)cc1
    106	-9	101	-7	-5	-6	10	-8	-15	104	-13
40. CC[n+]1ccc(/C=C/c2ccc(N(C)C)cc2)c2ccccc21
    107	1	106	0	-2	1	9	-1	-125	106	-5
41. Cc1cc(C)cc(OCC(=O)Nc2nonc2NC(=O)COc2cc(C)cc(C)c2)c1
    97	2	100	-2	-7	-1	23	0	-5	98	-5
42. COC(=O)CSc1nc(SCc2ccccc2Cl)nc2c1CCCC2
    99	2	101	1	1	0	11	2	-1	101	2
43. COc1ccc(C(=O)Nc2ccc(C3=NNC(=O)CC3C)cc2NC(=O)c2ccc(OC)cc2)cc1 (configuration not stated)
    102	2	101	-1	-1	2	16	0	11	102	0
44. CC(CN1CCCCC1)C(=O)NN (configuration not stated)
    102	0	102	-1	-6	-2	11	0	-7	101	0
45. COc1ccc(N2CCN(CC(O)c3c[nH]c4ccc(OC)cc34)CC2C)cc1 (configuration not stated)
    93	-3	100	-13	-10	0	14	-2	-31	101	-8
46. CN(CC(=O)NCc1cccc(F)c1)C(=O)c1ccco1
    99	4	101	5	0	2	16	4	-17	101	4
47. Cc1cc2nnc(SCCCCN3C(=O)c4ccccc4C3=O)n2c2ccccc12
    96	-9	98	0	0	-2	27	-3	-11	100	0
48. O=C(Cn1cnc2ccccc21)N/N=C/c1ccc([N+](=O)[O-])cc1
    100	-6	101	-6	-12	-6	18	-5	-19	102	-6
49. CCOC(=O)c1cnc2c(cnn2C)c1Oc1ccc(OC)cc1
    ?	0	102	-2	-6	1	14	-1	3	102	-2
50. CC1CCN(C(=S)c2ccc(N(C)C)cc2)CC1
    98	-7	98	-5	1	-1	20	-1	-32	103	-23
51. CSc1ccc(/C=N/NC(=O)CN2CCN(Cc3ccc(C)cc3)CC2)cc1
    97	-6	98	-2	0	-2	20	0	1	98	-4
52. CC(=O)c1cccc(NC(=O)Nc2c(C)nn(C)c2C)c1
    103	-12	98	-10	-12	0	50	0	-23	102	-8
53. CC1CCCN(S(=O)(=O)c2cc(Cl)ccc2Cl)C1 (configuration not stated)
    100	0	102	0	0	0	16	-1	4	100	0
54. COC(=O)COc1ccc(S(=O)(=O)N2CCN(c3ccccc3F)CC2)cc1
    103	-2	100	-4	-3	-1	20	-5	6	101	0
55. CC1CN(C(c2ccco2)c2sc3ncnn3c2O)CC(C)O1 (configuration not stated)
    104	-8	99	-6	-5	-5	23	-5	-20	99	0
56. N#Cc1nc(Cc2ccccc2)oc1N1CCC(C(N)=O)CC1
    98	-5	98	-9	-5	-5	17	-5	-35	99	-4
57. CC(C)(C)c1ccc(C(=O)N/C(N)=N/c2nc3ccccc3o2)cc1
    103	-12	102	-10	-9	-6	24	-11	-10	104	-7
58. O=C(OCC(O)C(O)COC(=O)c1ccccc1)c1ccccc1 (configuration not stated)
    96	-7	98	-9	-12	-2	42	-5	2	98	-9
59. FC(F)(F)c1nnc2ccc(Sc3ccccn3)nn12
    96	-1	97	-3	-6	-1	9	0	8	97	-2
60. CC(C)c1ccc(OCc2cccc(C(=O)N/N=C/c3cccnc3)c2)cc1
    98	-5	96	-6	-1	-5	21	-6	6	95	-8
61. Cc1coc(NC(=O)CSc2nc(-c3ccncc3)cc(C(F)(F)F)c2C#N)n1
    97	0	98	-2	0	-4	23	-2	-6	101	0
62. O=C(Nc1ccccc1NC(=O)c1c(F)c(F)c(F)c(F)c1F)c1c(F)c(F)c(F)c(F)c1F
    94	-5	91	-11	-14	-1	30	-3	-6	95	-13
63. COCCNC(=O)c1onc(CSc2ccc(C(C)C)cc2)c1C(=O)O
    104	-2	103	-13	-14	-1	34	-2	18	102	-10
64. COC(=O)CCC(=O)NC(=S)Nc1c(C)cccc1C
    106	-8	103	-8	-7	-7	10	-8	-16	106	-12
65. CCC(CC)c1nnc(NS(=O)(=O)Cc2ccccc2)s1
    102	5	100	-10	-12	-2	25	-3	22	105	-12
66. CCN1C(=O)C(C)S/C1=N\S(=O)(=O)c1ccc(F)cc1 (configuration not stated)
    97	-5	82	-1	0	-1	9	-1	1	94	-5

From PubChem
